# Pf Dd2 inh: inhibitors of Plasmodium falciparum Dd2 growth | 120,000 compounds, 4.3% hits | P. falciparum Dd2 growth, SYBR Green, 72 h | Potency, µM (top dose mostly 28.9 µM), for the others: top-dose activity, negative = inhibition, hits mostly inhibitors | AID 1347417; active = well fitted inhibition curve with a large enough effect; inconclusive = small, poorly fitted or top-dose-only effect; inactive = no such curve, though single readings can be large or run the other way;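 note: plate controls were DMSO vehicle for no effect and reference drug for full effect; nearly all actives have a fitted effect of over 65% in size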
#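 Readout: SYBR Green fluorescence, 485 nm excitation, 535 nm emission, after ~16 h lysis at 37C. Before that, Dd2-infected red cells (2.5% hematocrit) grew 72 h with compound, 29 uM top final concentration.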
# * marks the source's active call; other numbers are inactive results; i = inactive; ? = inconclusive; [ ] = dose if it differs, or a comment. Potency is the fitted concentration of half-maximal effect. The list is partial; rates above refer to the full screens.
Molecule,Pf Dd2 inh
O=C(c1cccs1)N1CCC(N2C(=O)C(OCC3CC3)C23CCCCC3)CC1 (stereo not drawn),?
O=C(c1cnccn1)N1C[C@@H]2OCC(=O)N(CC3CC3)[C@@H]2C1,21%[44.1 µM]
COc1ccccc1N1CCN(c2nc3c(S(=O)(=O)c4ccccc4)nnn3c3ccc(Cl)cc23)CC1,?
CCCc1ccc(OCC(=O)Nc2ccc(Cl)cc2C(=O)c2ccccc2)cc1,16%
COC[C@H]1NC(=O)CC[C@H]1C(=O)Nc1cc(OC)ccc1OC,-18%
Cc1cccc(N2CCN(C(=O)c3c4c(nc5ccccc35)C(=O)N(C3CCCCC3)C4)CC2)c1C,3%
Cc1noc(C)c1CN1CCNc2cc(-c3ccccc3)ncc2C1,-24%[44.1 µM]
CCN(CC)C(=O)CSc1nc2cc3c(cc2c(=O)n1CCCC(=O)NCc1ccc(OC)cc1)OCO3,i
COc1ccc(SCc2cc(=O)c3ccc(C)c(C)c3[nH]2)cc1,i
CCc1ccc(C(=O)N2CCC(Cc3nc(-c4ccc(F)cc4)no3)CC2)cc1,i
O=S(=O)(NCC1(COc2cnccn2)C[C@@H](O)[C@@H](O)C1)c1ccc(F)cc1 (stereo partly drawn),17%[44.1 µM]
O=C1CCc2cc(NC(=O)C3CCC3)ccc2N1,2%

# Continuation:
Molecule,Pf Dd2 inh
Cc1noc(-c2ccc3c(c2)OCO3)c1C(=O)N1CCC(Cc2ccccc2)CC1,i
Cc1ccc(N2C(=O)CSC23C(=O)N(CC(=O)Nc2ccc(C)cc2C)c2ccccc23)cc1 (stereo not drawn),?
N#Cc1ccc(O[C@@H]2CCOC[C@H]2NC(=O)CCCn2cncn2)cc1,2%
Cc1ccc(-c2nc(SCCOc3ccccc3C)n3[nH]c(=O)cc3n2)cc1,12%
COc1ccc(C(=O)N2CCC3(CCC(=O)N(Cc4ccccc4)CC3)CC2)c(OC)n1,306%[activator]
CCOCCOC1CCN(C(=O)Nc2cccc(C)c2)CC1,13%
CC(O)c1cc2n(n1)CCCN(C(=O)CCc1cn3ccccc3n1)C2 (stereo not drawn),-2%
CCCCN(CC)CCCNC(=O)c1ccc2c(c1)NC(=O)CN2C,-6%
O=C(N1CCC(Cc2nc(C3CCOCC3)no2)CC1)C1(c2ccccc2)CC1,10%
Cc1noc(-c2ccc(OC3CN(C(=O)CCCc4ccccc4)C3)cc2)n1,32%[activator][5.79 µM]
O=C(COc1ccc(Cl)cc1)Nc1ccccc1C(=O)OCc1cc(=O)n2ccsc2n1,55%[activator]
Cc1ccc(-c2nc(C3CC(=O)N(C4CCCCC4)C3)no2)cc1 (stereo not drawn),55%[activator]

# (cont.)
Molecule,Pf Dd2 inh
CCOc1ccccc1CNC(=O)c1ccc2c(c1)nc1n2CCC(C)C1 (stereo not drawn),-13%
Cn1cc(CN2CCOc3cc([S+](=O)([O-])Nc4nncs4)ccc3C2)cn1,i
Cc1ccc2c(c1)-c1c(cnn1CC(=O)N1CCN(c3cc(C)ccc3C)CC1)CO2,-4%
CC(C)(C)CC(=O)N1CCN2C(=O)c3cc(Br)ccc3NC(=O)[C@H]2C1,-13%[44.1 µM]
CCC(=O)N(C1CCOCC1)C1CCN(Cc2ccc(C)o2)CC1,18%
CN(C)c1ccc(C(CNS(=O)(=O)c2ccc(F)cc2)N2CCc3ccccc32)cc1 (stereo not drawn),?
Cc1n[nH]c(C)c1CNC(=O)CN1CC2CC(C1)[C@H]1CCCC(=O)N1C2 (stereo partly drawn),-4%
Cc1nc([C@@H]2CN(C(=O)CN3CCCCCC3)C[C@H]2C(N)=O)n[nH]1,4%
O=C(Nc1cccc(C(F)(F)F)c1)N1CCCC1c1nncn1C1CCCC1 (stereo not drawn),i
O=C(NCCN1CCC(Cc2ccccc2)CC1)C1(CCO)CC12CCOCC2 (stereo not drawn),?
CN(C)c1ccc(NC(=O)CCn2ccn3nc4c(c3c2=O)CCCC4)cc1,4µM*
Cc1ccc(C2NC(=O)N(CC(=O)NC(C)(C)C)C3=C2C(=O)OC3)cc1 (stereo not drawn),-6%

# Later entries.
Molecule,Pf Dd2 inh
COc1cccc(-c2nc(SCC(=O)Nc3ccc4c(c3)OCO4)c(-c3ccccc3)[nH]2)c1,-22%
CC[C@@]1(C(=O)O)C[C@H](C(=O)NC(CO)CO)[C@H](c2ccc(OC)cc2)N1C,12%
CN1C(=O)CO[C@H](c2ccc(NC(=O)CCc3ccccc3)cc2)[C@H]1CO,-18%[44.1 µM]
COc1ccc(CNC(=O)c2nn(C)c3c2CS(=O)(=O)c2ccccc2-3)cc1,44%[activator][0.594 µM]
Cc1cccc(NC(=O)N2CC3CN(C)CC(C2)O3)c1,-10%
CC(C)N(Cc1ccccc1)C(=O)CN1C(=O)COc2ccc(S(=O)(=O)NC3CCCC3)cc21,i
Cc1nnnn1CCCN1C[C@H](NC(=O)CC2CCC2)[C@@H](C(C)C)C1,?
O=C(CC1C(=O)N(c2ccccc2)C(=O)N1CCc1cccs1)Nc1ccc(F)cc1 (stereo not drawn),i
COc1ccc(C2(C(=O)N3CCCC(c4[nH]ccc4C(N)=O)C3)CC2)cc1 (stereo not drawn),28%
COCCNC(=O)[C@@H]1C[C@H](Oc2ccccc2)CN1C(=O)NC(C)(C)C,0%
COC(=O)c1ccccc1NC(=O)Cn1nc(C(F)(F)F)c2c1CCCC2,?
CC(C)NC(=O)c1sc2ncccc2c1-n1cccc1,16%

# Shown with each value named: part of the list above.
COC(=O)c1ccccc1NC(=O)Cn1nc(C(F)(F)F)c2c1CCCC2
  Pf Dd2 inh = ?
COc1ccc(CNC(=O)c2nn(C)c3c2CS(=O)(=O)c2ccccc2-3)cc1
  Pf Dd2 inh = 44%[activator][0.594 µM]
O=C(CC1C(=O)N(c2ccccc2)C(=O)N1CCc1cccs1)Nc1ccc(F)cc1 (stereo not drawn)
  Pf Dd2 inh = i
COc1ccc(C2(C(=O)N3CCCC(c4[nH]ccc4C(N)=O)C3)CC2)cc1 (stereo not drawn)
  Pf Dd2 inh = 28%

# Next records
Molecule,Pf Dd2 inh
COc1ccc(C(=O)N[C@@H]2CCC[C@@H]2C(=O)N2CCSCC2)cc1,4%
Cc1cnc(CC2CCN(C(=O)C3CCCC3)C2)n1CC1CC1 (stereo not drawn),i
COc1ccc(-c2cc([C@H]3CN4CC[C@H]3C[C@@H]4CNC(=O)c3ccc(C)cc3)n(C)n2)cc1,?
COc1cccc(N2C(=O)NC(=NC3CCCC3)C23CCCN([S+](=O)([O-])c2cccc(OC)c2)C3)c1 (stereo not drawn),?
O=C(c1ccccc1OCc1ccccc1)N1CCNCC(O)C1 (stereo not drawn),?
CCS(=O)(=O)N1CCC(CCOC)(NC(=O)C2CC2)CC1,-2%
O=C1COc2ccc(OCc3ccccc3)nc2CN1Cc1ccc(F)cc1,-16%[44.1 µM]
COc1cccc(CC(=O)N2CC(Oc3ccc(-c4noc(-c5ccncc5)n4)cc3)C2)c1,?
COc1ccc(NC(=O)Cn2cccc2-c2nc(-c3ccc4c(c3)OCO4)no2)cc1,?
COCCOCc1nc(C2CCN(C(=O)Nc3ccc(OC)c(OC)c3)CC2)no1,6%
CCOc1ccc(C(=O)c2cn(CC(=O)Nc3ccc(C)c(Cl)c3)c3ccc(OCC)cc3c2=O)cc1,i
COc1ccc(N2CC(NC(=O)c3ccco3)CC2=O)cc1 (stereo not drawn),25%

# (further entries)
Molecule,Pf Dd2 inh
O=C(c1cscn1)N1CCC2(COc3ncccc3S(=O)(=O)N2)C1 (stereo not drawn),?
CN(C)CCNC(=O)[C@H]1C[C@@H](O)[C@H](O)[C@@H]2N=C(Nc3ccc(Cl)cc3)S[C@@H]21,25%[44.1 µM]
COc1cccc(N2CCN(C(=O)c3cnn(-c4ccc(C)cc4C)c3C3CCN(C(=O)OC(C)(C)C)CC3)CC2)c1,6.3µM*
CN1CCC(N(C)C(=O)CCC[C@@H]2[C@H]3CCCN4CCC[C@@H](CN2C(=O)c2ccccc2)[C@@H]34)CC1,i
CC(C)CNC(=O)N1[C@@H]2CC[C@H]1CC(NC(=O)c1ccc(F)cc1)C2 (stereo partly drawn),i
COC(=O)c1ccc(NS(=O)(=O)c2ccc(-n3cccn3)cc2)cc1,7%
CNC(=O)CCn1ncc2cc(OCc3ccccc3-c3c(Cl)cccc3OC)ccc21,4µM*
COc1cccc(N2C(=O)NC(=NC3CCCC3)C23CCCN(C(=O)c2ccccc2)C3)c1 (stereo not drawn),8%
CS(=O)(=O)N1CCOc2ccc(CCC(=O)N3CCCCC3)cc2C1,i
O=C(CSc1cn(CC(=O)N2CCCCC2)c2ccccc12)NCc1ccccc1,i
COc1ccc(-c2noc(-c3ccc(N4CCCOCC4)nc3)n2)cc1,i
Cc1csc(CNC(=O)C2CCCN(C3CCN(Cc4cccnc4)CC3)C2)n1 (stereo not drawn),-11%

# (cont.)
Molecule,Pf Dd2 inh
COc1ccc(N2CCN(c3nc(C(=O)N4CCCC(C)C4)cs3)CC2)cc1 (stereo not drawn),?
O=C(Nc1ccc2c(c1)OCO2)C1CCCN(c2cn[nH]c(=O)c2)C1 (stereo not drawn),?
CCOc1ccc(-c2cc(C(=O)N3CCN(c4cccc(C)c4)C(C)C3)c3ccccc3n2)cc1 (stereo not drawn),-29%
Cc1ccc(OCCCCn2nnc3sc4c(c3c2=O)CCC(C)C4)cc1 (stereo not drawn),-2%
N#Cc1cccc(CN2CCC3(CC2)CC(Cc2nc(C4CC4)no2)CCO3)c1 (stereo not drawn),?
O=c1cc(N2CCOCC2)oc2c(NCC3CCOCC3)nccc12,-22%[44.1 µM]
Cc1ccc(N2CC(NC(=O)c3ccc(S(=O)(=O)N(C)C)cc3)CC2=O)cc1C (stereo not drawn),i
O=C(C[C@@H]1CCNC[C@@H]1Cc1cc(-c2ccc(F)cc2)on1)Nc1ccccc1,?
CCCN1C(=O)c2[nH]nc(-c3ccccc3)c2C1c1cccc(O)c1 (stereo not drawn),-19%
COc1cccc(CN2CCCC(COc3ccccc3C(=O)NC(C)C)C2)n1 (stereo not drawn),?
O=C(NCC(c1cccnc1)N1CCN(c2ccccc2F)CC1)c1ccc(F)cc1 (stereo not drawn),?
CCOc1cc2[nH]c(=O)n(CCCC(=O)N3CCN(c4ccc(OC)cc4)CC3)c(=O)c2cc1OCC,?

# Remaining list, next part.
Molecule,Pf Dd2 inh
COc1ccc(-c2nc(CSCC(=O)NCCc3ccc(C)cc3)c(C)o2)cc1OC,?
O=C(O)CCC(=O)NC[C@H]1Cn2c(-c3cccc(Cl)c3)cnc2CO1,4%[44.1 µM]
CNC(=O)[C@@H](c1ccccc1)N1CCC[C@H]1C(=O)N1CCC1,35%[activator][44.1 µM]
CCOc1cccc(NC(=O)C2CC(=O)N(C)C(=Nc3ccc(OC)cc3)S2)c1 (stereo not drawn),i
CCO[C@H]1CN(Cc2cnc(-c3ccccc3C)s2)C[C@@H]1O,-17%
COC(=O)c1ccc(-n2nnc(-c3nsc(NC(=O)c4ccc(Cl)cc4)n3)c2C)cc1,25%
Cc1cc(C(=O)N2CCOC(Cc3cccc(C(F)(F)F)c3)C2)nn1C (stereo not drawn),-8%
Cc1nn(CC(=O)N2CCN(c3ccccc3)CC2)c(=O)c2cc3sccc3n12,4%
CCCN(CCC)CCCNC(=O)c1cc2c(-c3ccc(Cl)cc3)nn(C)c2s1,8.9µM*
COc1ccc(C2(C(=O)N3CCC4(CC3)CC(C(=O)N3CCOCC3)N(C)C4)CC2)cc1 (stereo not drawn),-19%
N#Cc1ccc(CN2CC3(C2)C(=O)Nc2ccccc23)cc1,-19%[44.1 µM]
O=C(NC[C@H]1OC[C@@H](NCc2ccccn2)[C@@H]1O)c1ccccc1,-20%[44.1 µM]

# Next part:
Molecule,Pf Dd2 inh
O=C(C1CCOCC1)N1CCN(C(=O)N2CC3CC(C2)[C@H]2CCCC(=O)N2C3)CC1 (stereo partly drawn),i
COc1cccc(CCc2nc(-c3nnn4c3COC(c3ccc(Cl)cc3)C4)no2)c1 (stereo not drawn),-24%
O=C(Cc1cccnc1)N[C@H]1CCOC[C@H]1C1CCOCC1,-4%
Cc1cccc(CCNC(=O)C2CCN(c3nc4ccccc4nc3C(F)(F)F)CC2)c1,4%
COc1cccc(N2C(=O)NC(=NC3CCCCC3)C23CCN(Cc2cccnc2)CC3)c1,?
CC(C)(C)c1ccc(OCCOCCn2c(-c3ccc(Cl)cc3)nc3ccccc3c2=O)cc1,?
COCCOc1ccc2c(n1)CCN(C(=O)c1ccccc1C)C2,17%
O=c1c2nc(OCc3ccccc3)ccc2ncn1Cc1ccccc1,i
NC(=O)CO[C@@H]1CO[C@H]2[C@@H]1OC[C@@H]2NC(=S)NC1CCCCC1,-11%[44.1 µM]
CC1CCN(S(=O)(=O)c2ccc3c(c2)N(CC(=O)N2CCN(c4ccc(Cl)cc4)CC2)C(=O)CO3)CC1,-13%
CN1C(=O)C(c2ccccc2)CC12CCN(C(=O)c1cccc(O)c1)CC2 (stereo not drawn),-18%
Cc1ccccc1C(=O)Nc1nnc(S(=O)(=O)N2CCCCCC2)s1,?
O=C1Nc2ccccc2CC12CCCCN2Cc1ccc(F)cc1 (stereo not drawn),-21%[44.1 µM]
COCCNC(=O)C[C@@H]1O[C@H](CNC(=O)c2ccc(N(C)C)cc2)[C@@H](O)[C@H]1O,25%[44.1 µM]
Cc1[nH]cnc1CN1CC[C@H](N2CCN(C)CC2)[C@H](CCC(=O)O)C1,-23%
